Screening results as filed in PubChem BioAssay.
sEH act: activators of human soluble epoxide hydrolase; activation, % at 2 µM; P34913; purified human sEH enzymatic activity, activator screen; 91,000 compounds, 0.04% hits; in the data active means activation above about 37%; further: values of inactives mirror those of a sister screen read the other way
CYP2C19 act: activators of human cytochrome P450 2C19; recombinant CYP2C19, luciferin-H EGE luminescence; stronger effect = higher value; 0 = fully inhibited enzyme, 1 = untreated enzyme; activation factor at 5 µM; 96,000 tested, under 10 active; AID 1025;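 active means activation factor of at least 2 at 5 µM in the primary screen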;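 further: 0 = wells with 2.5 mM tranylcypromine and 1 = vehicle-only wells; values of inactives mirror those of a sister screen read the other way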
Target sequence (P33261 whole entry, looked up): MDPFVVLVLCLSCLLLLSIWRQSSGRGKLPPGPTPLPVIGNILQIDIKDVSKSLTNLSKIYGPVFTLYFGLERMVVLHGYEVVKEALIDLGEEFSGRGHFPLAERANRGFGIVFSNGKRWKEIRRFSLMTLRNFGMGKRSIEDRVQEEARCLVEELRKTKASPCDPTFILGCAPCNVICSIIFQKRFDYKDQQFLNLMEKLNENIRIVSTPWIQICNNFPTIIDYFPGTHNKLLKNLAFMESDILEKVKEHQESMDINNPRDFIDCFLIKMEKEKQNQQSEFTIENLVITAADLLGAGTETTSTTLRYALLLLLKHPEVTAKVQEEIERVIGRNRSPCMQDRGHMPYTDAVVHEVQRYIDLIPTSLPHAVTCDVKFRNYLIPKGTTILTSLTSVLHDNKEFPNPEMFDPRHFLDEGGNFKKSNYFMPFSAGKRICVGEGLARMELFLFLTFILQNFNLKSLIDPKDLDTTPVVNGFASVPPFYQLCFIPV
sEH inhibitor: soluble epoxide hydrolase (human) inhibition. P34913. inhibition, % at 2 µM. AID 707. 91,000 compounds, 0.34% hits. recombinant human sEH enzymatic activity assay; in the data active means inhibition above about 80%; further: values of inactives mirror those of a sister screen read the other way; many of its hits are not listed in these tables
PostGolgi yeast: growth inhibition of a yeast mutant, post-Golgi transport screen; post-Golgi transport phenotypic cell assay; inhibition, % at 10 µM; 98,000 compounds, 0.9% hits;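 further: yeast cells grown in 1536-well plates; yeast grown about 18 h at 30C before absorbance read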
PostGolgi ctrl: growth of the yeast control strain, post-Golgi counter-screen | efflux-deficient yeast background strain, growth absorbance A615, 16 h | inhibition, % at 10 µM | 98,000 compounds, 5% hits
S1P2 ag: S1P2 (human) receptor agonism | S1P2-expressing cell line, agonist reporter read-out | activation, % at 4.5 µM | 97,000 compounds, 0.46% hits | AID 729; in the data active means activation above about 16%;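 further: 0% = vehicle low control and 100% = maximal reference agonist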
Target sequence (O95136 whole entry, looked up): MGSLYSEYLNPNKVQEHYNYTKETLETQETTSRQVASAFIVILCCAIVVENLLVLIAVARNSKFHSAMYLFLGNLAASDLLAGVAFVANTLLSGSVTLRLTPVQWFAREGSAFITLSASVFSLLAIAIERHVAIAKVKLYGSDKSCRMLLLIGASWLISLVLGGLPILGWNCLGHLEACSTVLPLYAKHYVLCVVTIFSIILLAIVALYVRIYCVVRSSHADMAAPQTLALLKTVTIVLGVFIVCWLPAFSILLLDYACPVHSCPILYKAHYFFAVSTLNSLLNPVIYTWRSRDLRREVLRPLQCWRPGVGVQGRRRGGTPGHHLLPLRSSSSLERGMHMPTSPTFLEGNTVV
hDAT+cocaine: modulates human dopamine transporter uptake under cocaine | B-score at 10 µM | LLC-PK1 hDAT cells, [14C]-dopamine uptake with cocaine IC80; actives deviate in either direction | 110,000 compounds, 1.3% hits;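 active means Z score or B-score, a plate-position-corrected score, falls beyond the plate's 99.7% confidence bounds, in either direction; inactive means both scores lie inside the 99.7% bounds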;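 further: scored against the spread of the other compound wells on the same plate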
S1P2 antag: S1P2 (human) receptor antagonism; 97,000 compounds, 0.21% hits; inhibition, % at 5 µM; cell-based S1P2 antagonist assay, inhibition at 5 uM; O95136; in the data active means inhibition above about 45%;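 further: CRE beta-lactamase reporter cells expressing human S1P2 stimulated with S1P; 0% = agonist at EC80 alone and 100% = agonist plus reference antagonist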
CYP2C19 inh: inhibitors of human CYP2C19; P33261; CYP2C19 Supersomes, luciferin-H EGE luminescence, 30 min; inhibition, % at 5 µM; 96,000 compounds, 21% hits; AID 778;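 active means CYP2C19 inhibition above a set limit at 5 µM in the primary screen, cut at about 50% in these data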;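 further: plate controls were negative control wells for no effect and 2.5 mM tranylcypromine positive control for full effect; values of inactives mirror those of a sister screen read the other way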
An asterisk follows results filed as active; . = no result given. Unless noted, no stated cut-off is given here; in the data, active means inhibition above about 30%; inactive means the rest.

SMILES	sEH act	CYP2C19 act	sEH inhibitor	PostGolgi yeast	PostGolgi ctrl	S1P2 ag	hDAT+cocaine	S1P2 antag	CYP2C19 inh
CC(=O)N1CCN(c2ccc(NCc3cccs3)cc2)CC1	7	1.1	-2	-10	-5	-9	0.91	-2	-12
O=S(=O)(NCc1ccccc1)c1ccc(S(=O)(=O)N2CCCCC2)cc1	-4	1.1	5	-1	11	-7	0.11	20	-8
CCOC(=O)c1ccc(Nc2nc(C(=O)OCC)nc3ccccc23)cc1	-8	0.4	8	-5	12	-1	-0.054	5	56*
COc1nnc(-c2ccc(N3CCCCC3)c(N)c2)c2ccccc12	-4	.	4	.	.	-5	0.036	12	.
COc1cc(Br)cc(/C=N/c2ncn[nH]2)c1O	.	1	.	-2	8	-5	0.067	16	0
O=C(CCCSc1nc2ccccc2s1)NCc1ccco1	.	0.2	.	-5	9	-9	0.14	4	76*
O=C(Nc1ccc(OC(=O)c2cccs2)cc1)c1ccco1	0	0.9	0	-9	7	-8	0.41	20	7
Cc1onc(-c2ccccc2Cl)c1C(=O)N1CCCCC1C(=O)O (centres undefined)	-15	0.9	16	-4	7	0	-1.5	16	10
c1ccc(-c2csc3ncn4cnnc4c23)cc1	-18	0.9	17	4	6	-5	0.73	-20	9
Cc1ccc(N2CC(C(=O)Nc3cccnc3)CC2=O)cc1 (centres undefined)	9	0.5	-6	0	-4	-3	-0.0033	12	50
COc1ccc(S(=O)(=O)N2CCC(C(=O)NCC(c3cccs3)N(C)C)CC2)cc1 (centres undefined)	.	0.8	.	-2	1	-7	-1.2	14	24
COc1ccc(/C=C/C(=O)c2ccccc2)cc1COc1ccc(F)cc1	7	0.8	-5	10	3	3	1.7	0	16
COc1cccc(C2C3=C(N=C4SCC(=O)N42)c2ccccc2CC3)c1OC (centres undefined)	-8	0.1	10	23	40*	-6	0.34	-11	87*
Cc1[nH]c2c(Br)cccc2c1[C@H]1[C@@H](CC#N)C1(C)C	10	0.6	-6	-4	39*	-7	2	4	45
O=C(NCCC1=CCCCC1)C1CCCN(S(=O)(=O)c2cccnc2)C1 (centres undefined)	-75	0.4	75	-1	-2	-6	0.06	7	58*
O=C(CSc1nnc(-c2ccc(S(=O)(=O)N3CCCC3)cc2)o1)N1CCCC1	8	.	-7	.	.	-4	.	-7	.
COc1cccc(-c2nnc(NC(=O)C(C)C)o2)c1	-4	0.9	3	-11	-2	-7	0.79	13	7
O=c1c(C=Nc2ccc(Oc3ccccc3)cc2)c[nH]n1-c1cccc(Cl)n1	6	0.9	-6	-18	7	-4	-0.57	6	11
CCC(=O)Nc1c(C(=O)N2CCCCCC2)cnn1-c1ccc(C)c(C)c1	4	1.1	2	-8	8	-9	0.025	-11	-14
O=C(CCc1c[nH]c2ccccc12)NCC1CCCO1 (centres undefined)	2	0.1	-1	21	3	-6	-0.26	11	89*
Cc1cc(C(F)(F)F)c(C#N)c(N2CCOCC2)n1	-1	1	0	-1	3	-6	-0.26	8	2
CCC(=O)Nc1cccc(-c2cn3ccsc3n2)c1	5	1	-7	3	1	-5	0.74	-28	-1
O=C(CCS(=O)(=O)c1ccc(Cl)cc1)OCC(=O)N1CCCCC1	.	0.9	.	-1	0	.	-0.21	.	9
COc1ccc(C2=NO[C@@H]3C(=O)N(c4ccc5c(c4)OCCO5)C(=O)[C@H]23)cc1OC	-1	1.1	1	5	18	1	-0.45	7	-6
CCC(=O)Nc1c2c(nn1-c1ccc(C)cc1C)CSC2	-8	0.5	6	10	28	-8	-1.1	17	46
CN(C(=O)C1CCCO1)c1nnc(-c2ccncc2)s1 (centres undefined)	14	0	-15	-1	2	-5	-0.0053	10	98*
CCn1c(SCC(=O)Nc2nc(-c3ccc(C)cc3)cs2)nnc1-c1ccccc1O	-18	0.4	18	69*	76*	-12	0.41	9	57*
Cc1cc2oc(=O)cc(C)c2c(=O)o1	-19	1.1	19	7	-8	-5	-0.58	26	-12
CCOC(=O)C1=C(C)N2C(=C(C#N)[C@@H]1c1ccc(C(=O)OC)cc1)SC[C@@]2(O)C(C)(C)C	.	0	.	-7	5	-3	-0.83	18	97*
CC(=O)N1CCc2cc(S(=O)(=O)CCC(=O)O)ccc21	-8	1	7	2	13	-6	.	0	0
CC1(C)Cc2cccc(OCC(=O)NC3CC3)c2O1	0	0.6	2	14	4	-2	-0.91	-19	45
Cc1cc(C)cc(OCC(=O)N2N=C(C(F)(F)F)CC2(O)C(C)(C)C)c1 (centres undefined)	4	.	0	.	.	-2	0.32	19	.
COc1ccc(C2N(c3cc(Cl)ccc3OC)C(=O)C3CCCN32)cc1 (centres undefined)	-19	0.2	17	1	3	-3	-0.57	12	77*
Cc1cccc(Cc2cnc(NC(=O)CN3C(=O)/C(=C/c4ccccc4)SC3=S)s2)c1	-18	0.9	16	-7	-10	-9	.	23	7
O=C(C1CCCN1C(=O)c1cccs1)N1CCN(Cc2ccc3c(c2)OCO3)CC1 (centres undefined)	-5	.	6	0	4	-7	.	15	.
CN1CCN(c2nc(-c3cccnc3)nc3ccccc23)CC1	5	1.1	-7	20	4	-5	0.61	-15	-10
OCCNCc1ccc(OC2CCCC2)cc1	-3	0.9	2	0	4	-1	0.28	12	11
c1ccc(OCCCCN2CCOCC2)cc1	8	0.6	-6	-2	-3	-1	-0.45	-24	36
Cc1cc(C)n2ncc(C(=O)NCc3ccc(Cl)cc3)c2n1	2	0.2	-1	-7	21	0	-0.8	-13	75*
CN1C(=O)c2ccccc2C(C(=O)O)C1c1cccc(F)c1 (centres undefined)	.	1.1	.	-2	-8	-8	0.31	13	-10
CCCc1cc(=O)[nH]c(SCC(N)=O)n1	7	1	-7	9	4	-1	-0.67	-8	0
COc1ccc(C(=O)NCC(C)C)c(OC)c1	-6	.	11	.	.	-2	-0.67	14	.
Cc1cc(C)c2c(n1)nn1c(N3CCN(c4ccccc4C)CC3)cc(C)nc21	18	.	-16	.	.	-4	.	-19	.
COc1ccc(-c2cc(C(F)(F)F)nc(SCC(N)=O)n2)cc1	-6	0.9	4	6	5	-2	0.029	1	10
CC(C)(C)c1nc(SCC(=O)Nc2nc3c(s2)CCCC3)c2ccccc2n1	-16	1	18	-8	34*	-5	0.089	17	-1

Single records, as listed above.
Cc1cc(C)n2ncc(C(=O)NCc3ccc(Cl)cc3)c2n1 is entered as sEH act = 2; CYP2C19 act = 0.2; sEH inhibitor = -1; PostGolgi yeast = -7; PostGolgi ctrl = 21; S1P2 ag = 0; hDAT+cocaine = -0.8; S1P2 antag = -13; CYP2C19 inh = 75*
c1ccc(OCCCCN2CCOCC2)cc1 is entered as sEH act = 8; CYP2C19 act = 0.6; sEH inhibitor = -6; PostGolgi yeast = -2; PostGolgi ctrl = -3; S1P2 ag = -1; hDAT+cocaine = -0.45; S1P2 antag = -24; CYP2C19 inh = 36

3 structures already listed, sorted by formula weight, ascending:
SMILES	sEH act	CYP2C19 act	sEH inhibitor	PostGolgi yeast	PostGolgi ctrl	S1P2 ag	hDAT+cocaine	S1P2 antag	CYP2C19 inh
CCC(=O)Nc1c2c(nn1-c1ccc(C)cc1C)CSC2	-8	0.5	6	10	28	-8	-1.1	17	46
Cc1cc(C)cc(OCC(=O)N2N=C(C(F)(F)F)CC2(O)C(C)(C)C)c1 (centres undefined)	4	.	0	.	.	-2	0.32	19	.
COc1ccc(C2N(c3cc(Cl)ccc3OC)C(=O)C3CCCN32)cc1 (centres undefined)	-19	0.2	17	1	3	-3	-0.57	12	77*

Additional results follow:
SMILES	sEH act	CYP2C19 act	sEH inhibitor	PostGolgi yeast	PostGolgi ctrl	S1P2 ag	hDAT+cocaine	S1P2 antag	CYP2C19 inh
O=C(Cc1c(C(=O)O)[nH]c2ccccc12)NCCN1CCN(c2cccc(Cl)c2)CC1	.	1	.	12	7	.	-0.35	.	-2
CC(C)(C)NC1=CC(=O)OC12CCCCC2	-2	1.1	-1	-13	4	0	-1.8	22	-8
CC(C)Cc1nc(N2CCC(C(N)=O)CC2)c2nnn(Cc3ccccc3)c2n1	0	1.1	1	-5	13	-4	0.37	-3	-14
Cc1cc(C(C)c2ccccc2)c(O)c(CN2CCOCC2)c1C (centres undefined)	10	0.8	-8	3	11	2	-0.14	-4	22
Cc1ccc(C)c(-c2csc(N)c2C(=O)OC(C)C)c1	-5	0.3	4	26	26	1	0.65	0	69*
Cc1c(NC(=O)C2CCCN2S(=O)(=O)c2cccc3nsnc23)cccc1C(=O)O (centres undefined)	.	1.1	.	-4	9	-3	0.11	-4	-8
C/C(N)=C(/C#N)C(=O)CSc1nnnn1-c1ccc(C)cc1	.	0.5	.	14	15	-4	1.2	-12	52*
Cn1c(-c2ccc(F)cc2)cnc1SCC(=O)Nc1ccccc1N1CCOCC1	-8	0.3	7	-29	6	-4	0.0013	4	68*
COc1cccc(C(c2c(O)nc(SC)n(C)c2=O)c2c(O)nc(SC)n(C)c2=O)c1	-6	1.1	4	13	-1	-3	0.29	16	-6
Cc1cc(C)c(C#N)c(=N)o1	4	0.9	-5	12	3	-8	.	9	6
CNc1c([N+](=O)[O-])cnn1-c1ccccc1Cl	0	0.8	2	1	5	-5	-0.46	-17	16
CCC(C)N1CC(C(=O)O)CC1=O (centres undefined)	2	1	1	-2	10	-4	0.49	1	2
Cc1c(NC(=O)C(C)OC(=O)CC2Sc3ccccc3NC2=O)c(=O)n(-c2ccccc2)n1C (centres undefined)	14	1	-14	-10	11	-3	0.1	7	1
NC(=O)CCc1c[nH]c2ccccc12	1	0.9	-1	4	-4	-8	-1.1	20	6
N#Cc1ccc(CSc2nnc(Cc3cccs3)n2Cc2ccco2)cc1	6	0.1	-5	21	5	1	-0.61	-17	93*
COc1ccc(C(=O)NCC(=O)O)cc1	0	1.2	6	-5	7	-6	0.006	0	-20
Cc1cccc(N2CCN(C(=O)C(NS(=O)(=O)c3cccs3)c3ccccc3)CC2)c1C (centres undefined)	-5	0.8	6	-4	40*	-3	0.55	2	22
Cc1ccc(CN2C(=O)CCC2C(=O)N2CCN(c3ccc(F)cc3)CC2)cc1 (centres undefined)	16	0.9	-14	-3	4	-4	0.27	-3	7
C/C(Cn1nnc([N+](=O)[O-])n1)=N\NC(=O)c1ccc(Cl)c(Cl)c1	-11	0.9	11	7	5	-6	-1.2	-12	13
Cc1nc(N)sc1C(=O)Nc1ccccc1	5	0.8	-2	-3	3	-7	0.38	7	16
Cc1ccc(C(=O)OCC(=O)Nc2ccccc2N2CCOCC2)cc1	6	.	-4	.	.	-2	0.35	22	.
COc1ccc(CCNC(=O)c2cnn3cccnc23)cc1OC	9	0.7	-4	18	4	-2	0.28	1	27
CCCCCn1c(=O)[nH]c2cc(C(=O)NCCc3ccc(OC)c(OC)c3)ccc2c1=O	-69	0.4	68	-9	1	-5	-1.1	-28	59*
CC(C)OC(=O)c1cc2ccccc2oc1=O	9	0.9	-8	-6	28	-7	-0.83	18	7
Cc1cc2ccccc2n1CCNC(=O)C1CCCC1	3	0.1	-1	23	4	-1	.	11	94*
N=c1c2c(-c3ccccc3)c(-c3ccccc3)n(Cc3ccco3)c2ncn1CCO	11	.	-8	.	.	-8	0.35	-20	.
Cn1c(=O)oc2cc(S(=O)(=O)N3CCCC(C(=O)NCCN4CCOCC4)C3)ccc21 (centres undefined)	-1	1.1	4	2	18	-2	0.008	-8	-5
CCOP1(=O)C=C(C(C)(C)C)OC1c1ccc(F)cc1 (centres undefined)	20	0.8	-18	-1	12	-2	-1.7	8	16
CC(=O)c1cccc(Nc2nc(=O)c3cccnc3s2)c1	0	0.3	0	-2	11	-7	0.62	-28	74*
CCN(CC)C(=O)Cn1nc(-c2ccccc2O)nc1SCC(=O)Nc1ccc(OC)cc1	-3	0.5	4	1	8	-6	-0.38	-3	50
CC(=O)c1ccc(-c2nc3c4ccccc4ccn3c2C(C)=O)o1	1	0.8	-1	8	4	11	.	-28	17
CS(=O)(=O)N(CCc1ccccc1)CC(=O)NCc1ccccn1	3	0.6	-3	3	7	-5	1.5	14	36
Cc1ccc(C(=O)O/N=C2\CCSc3ccc(C)cc32)cc1	-3	0.9	1	-2	22	-1	-0.014	-18	14
CCOC(=O)n1ccc(C(=O)Nc2ccccc2F)n1	.	0.9	.	0	27	-3	1.5	-17	7
CCOc1cc(/C=N/NC(=O)c2cccc([N+](=O)[O-])c2)ccc1OS(=O)(=O)c1ccccc1	-69	0.4	69	6	22	-7	2.1	-4	57*
